Compound activity from PubChem.
esBAF inh: Bmi1 luciferase reporter increase in mESCs, primary screen, esBAF inhibitor project, mouse ES cells, Bmi1 luciferase knock-in, single point; 24 h; 100% = twice the neutral-well signal; reporter increase, % at 12.5 µM; hit rate 2% among 350,000; in the data active = activation above about 40%; inconclusive = no clear call, values can overlap the other calls;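 note: 0% = median of the plate's neutral control wells and 100% = double that signal; a rise in the Bmi1 reporter signal indicates esBAF inhibition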
LGR2 antag: inhibitors of bursicon-induced LGR2 CRE-luciferase signal, primary screen, cell-based, HEK293, CRE-luciferase reporter, bursicon stimulation; hit rate 0.35% among 380,000; inhibition, % at 9.99 µM; bursicon-stimulated, 4 h; Drosophila bursicon receptor LGR2 (rickets);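 active = drop in luminescence signal, shown as inhibition above about 50% in the replicate tests, limit read from the data, passing the limit was not always enough; inconclusive = probably only some replicates passing the limit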;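 note: agonist challenge used bursicon conditioned medium at about half maximal strength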
C2C12 statin: suppressors of statin myotoxicity in C2C12 myotubes, primary screen, cell-based, single point, plate reader. C2C12 myotubes + simvastatin, ATP luminescence, 48 h; scaled: DMSO 0, geranylgeraniol control 100. rescue of ATP level, % at 7.49 µM. hit rate 0.78% among 330,000. AID 602340, 2012;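 active = mean ATP rescue above about 67%, or every replicate alone reaching that limit, limit read from the data, passing the limit was not always enough; inconclusive = no clear call, values can overlap the other calls; inactive = mean under the limit and some replicate under it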;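 note: myotubes were challenged with 10 µM simvastatin during compound exposure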
S100A4 inh HTS: inhibitors of S100A4-myosin IIA peptide binding, primary screen, biochemical, fluorescence polarization, TAMRA-MyoIIA peptide | Protein S100-A4 (Homo sapiens), P26447 | inhibition, % at 10.7 µM | hit rate 0.14% among 360,000 | AID 652163, 2013;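 active = mean inhibition of at least 70% across replicates, with every replicate also reaching that level; inconclusive = mean inhibition reaches 70% but some replicates fall short; inactive = mean inhibition below 70%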
Target sequence (P26447 whole entry, looked up): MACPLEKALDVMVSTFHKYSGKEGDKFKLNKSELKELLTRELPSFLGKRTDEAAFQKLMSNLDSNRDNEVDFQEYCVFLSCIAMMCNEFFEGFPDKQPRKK
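Material: S100A4 monomer protein | Medium: HEPES pH 7.2 with CaCl2, KCl, NaCl, DTT, Triton | Reagent: Labelled myosin peptide probe, 5 nM | Doses: One dose per compound | Times: 5 min incubation before reading | Benchmarks: Neutral control DMSO, positive control TFP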
SIRT5 block: SIRT5 desuccinylase inhibitors, primary screen, biochemical, fluorescence imaging, single point, set 5 | Purified SirT5, succinyl-peptide AMC, trypsin-coupled fluorescence | AID 652115, 2013 | inhibition, % at 15 µM | NAD-dependent protein deacylase sirtuin-5, mitochondrial (Homo sapiens), Q9NXA8 | hit rate 1.1% among 330,000; in the data active = inhibition above about 15%; inconclusive = no clear call, values can overlap the other calls
Target sequence (Q9NXA8 whole entry, looked up): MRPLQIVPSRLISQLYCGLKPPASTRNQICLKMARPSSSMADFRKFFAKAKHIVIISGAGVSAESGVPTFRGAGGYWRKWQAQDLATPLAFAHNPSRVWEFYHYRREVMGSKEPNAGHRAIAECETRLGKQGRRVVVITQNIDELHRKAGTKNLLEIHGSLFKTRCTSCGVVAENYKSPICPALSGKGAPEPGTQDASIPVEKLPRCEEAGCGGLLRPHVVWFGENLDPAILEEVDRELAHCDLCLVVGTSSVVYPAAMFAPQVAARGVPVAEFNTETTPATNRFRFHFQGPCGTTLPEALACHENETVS
FN deposit inh: inhibitors of fibronectin matrix deposition, primary screen, AH1F cells, Alexa488-fibronectin fluorescence, plate reader | AH1F fibroblasts, overnight | AID 743247, 2014 | hit rate 0.086% among 350,000 | inhibition, % at 12.6 µM;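 active = mean inhibition across replicates of 30% or more, regardless of how many single replicates reach that level; inconclusive = mean under 30% yet at least half of replicates reach 30%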;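 note: positive control wells lacked labelled fibronectin entirely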
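Material: AH1F fibroblast monolayer depositing Alexa488-labelled fibronectin into matrix | Input: 10000 AH1F cells/well | Medium: DMEM plus 2% serum, read in PBS | Reagent: Alexa488-fibronectin, 24 nM final in well | Compound dosing: One dose per compound, pinned | Schedule: 1 h adhesion, overnight exposure | Measured by: Fluorescence at 485 nm excitation, 525 nm emission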
CASP6 VEID inh: human caspase-6 inhibitors, primary screen, biochemical, VEID-R110 fluorescence, single point, set 2. P55212. purified caspase-6, Z-VEID-R110 cleavage fluorescence. inhibition, % at 12.5 µM. hit rate 0.53% among 350,000;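 active = mean inhibition across replicates at least about 35%, with every replicate also reaching that limit, limit read from the data; inconclusive = only one of the two criteria met; inactive = neither criterion met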;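 note: 0% = median of neutral control wells and 100% = no fluorescence left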
Target sequence (P55212 24-179 limits assumed): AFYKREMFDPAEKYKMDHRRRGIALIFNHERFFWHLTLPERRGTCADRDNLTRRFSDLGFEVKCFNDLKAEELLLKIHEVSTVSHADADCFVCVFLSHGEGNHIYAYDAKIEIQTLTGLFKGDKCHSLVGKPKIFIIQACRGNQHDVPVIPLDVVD
Target sequence (P55212 194-293 limits assumed): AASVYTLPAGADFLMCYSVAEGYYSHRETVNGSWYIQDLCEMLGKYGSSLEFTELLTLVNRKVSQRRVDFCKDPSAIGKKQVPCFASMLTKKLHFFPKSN
An asterisk follows results filed as active; ? = inconclusive; · = no result given. Not all compounds are listed; rates above refer to the full screens.

SMILES	esBAF inh	LGR2 antag	C2C12 statin	S100A4 inh HTS	SIRT5 block	FN deposit inh	CASP6 VEID inh
COc1cccc(NC(=O)N(C)C[C@@H]2Oc3cc(C#Cc4ccc(F)cc4)ccc3S(=O)(=O)N([C@H](C)CO)C[C@@H]2C)c1	-14	23	-73	-14	10	3	4
CO[C@H]1CN(C)C(=O)c2cc(NC(=O)C3CCOCC3)ccc2OC[C@@H](C)N(Cc2cccnc2)C[C@@H]1C	-9	8	11	4	3	0	·
Cc1ccc(OCC(=O)N(Cc2ccccc2)C(C)(C)C)c([N+](=O)[O-])n1	2	-10	2	·	·	1	·
Cc1nc2c(C#N)c(C)[nH]n2c(=O)c1Cc1ccccc1	-5	-1	8	-3	-2	·	1
COc1cc2cnncc2cc1OC	-8	·	-4	·	·	7	·
Cc1c(Cl)cccc1NC(=O)C1COc2ccccc2O1 (stereo not given)	0	-5	13	-18	2	-2	0
CC1CCc2cc(F)ccc2N1S(=O)(=O)c1ccc(F)cc1 (stereo not given)	-1	10	-3	-4	-4	3	-2
CCC(=O)c1ccccc1OCCCCn1cncn1	-5	-1	21	4	·	2	0
c1ccn2c(c1)nc1c2nc2ccccn21	?	-27	168*	·	·	10	·
COc1cccc(NC(=O)[C@H](Cc2ccccc2)NC(=O)[C@@H]2Cc3ccccc3CN2)c1	3	2	-6	-1	-2	5	0
CCCNC(=O)C[C@H]1CC[C@@H]2[C@@H](COc3ccc(NC(=O)Nc4cccc(C)c4)cc3C(=O)N2C)O1	-2	0	4	?	-2	4	0
C[C@H]1CN([C@@H](C)CO)C(=O)Cc2cc(NS(C)(=O)=O)ccc2O[C@@H]1CN(C)C(=O)Nc1cccc2ccccc12	-2	26	3	2	5	·	-2
Cc1cc(C(=O)Nc2cccc3c2O[C@H](CN(C)C(=O)Nc2cccc4ccccc24)[C@@H](C)CN([C@H](C)CO)C3=O)n(C)n1	2	4	5	-1	-1	·	1
CNC[C@@H]1Oc2ccc(NS(=O)(=O)c3ccc(F)cc3)cc2CC(=O)N([C@H](C)CO)C[C@@H]1C	-2	7	-2	-3	0	·	0
CCNC(=O)[C@H]1[C@H](CO)[C@H]2Cn3c(ccc(-c4ccc(OC)cc4)c3=O)[C@@H]1N2CC1CC1	3	15	1	4	-31	·	·
COc1ccc(-c2cc3cccc(OC)c3oc2=O)cc1	-10	18	-33	-15	1	-1	-1
O=S(=O)(Cc1ccccc1)N1CCCCN2[C@H](CO)[C@@H](c3ccc(-c4cncnc4)cc3)[C@H]2C1	·	26	·	-7	-1	·	1
COc1ccc([C@@H]2[C@@H]3C(=O)N(C(C)(C)C)C(=O)[C@@H]3[C@]3(Cc4ccc(Cl)cc4)C(=O)N(c4cccc(Br)c4)C(=O)N23)cc1	1	-8	9	-2	·	-3	0
O=C(CSc1nc2ccccc2c(=O)n1Cc1ccc(Cl)cc1)NCc1cccs1	-5	7	-65	3	-3	·	-1
C[C@@H]1CN([C@@H](C)CO)C(=O)c2ccccc2-c2ccccc2CO[C@@H]1CN(C)S(=O)(=O)c1cccs1	-4	10	1	4	4	4	-4
COc1ccc(/C=C2\C(=O)NCC(=O)N2C)cc1	1	2	-10	-6	-1	-1	1
NS(=O)(=O)c1ccc(CCNc2ccnc3cc(Cl)ccc23)cc1	-3	9	-15	-1	2	8	-2
Cc1ccc(N(C(=O)c2snc(C(N)=O)c2N)C(C(=O)NCC2CCCO2)c2ccc3ncccc3c2)cc1 (stereo not given)	7	2	-1	-8	-6	-5	0
C[C@H](CO)N1C[C@H](C)[C@@H](CN(C)Cc2ccc3c(c2)OCO3)Oc2c(NC(=O)c3ccc(-c4nccs4)cc3)cccc2C1=O	1	1	50	8	2	·	1
Cc1ccc(S(=O)(=O)N2CC(C(=O)O)=CC[C@H]2c2ccc(Cl)cc2)cc1	4	3	7	-2	2	-3	2

Grouped by structure, the entries above containing two or more sulfur atoms.
SMILES	esBAF inh	LGR2 antag	C2C12 statin	S100A4 inh HTS	SIRT5 block	FN deposit inh	CASP6 VEID inh
O=C(CSc1nc2ccccc2c(=O)n1Cc1ccc(Cl)cc1)NCc1cccs1	-5	7	-65	3	-3	·	-1
C[C@@H]1CN([C@@H](C)CO)C(=O)c2ccccc2-c2ccccc2CO[C@@H]1CN(C)S(=O)(=O)c1cccs1	-4	10	1	4	4	4	-4

Next part:
SMILES	esBAF inh	LGR2 antag	C2C12 statin	S100A4 inh HTS	SIRT5 block	FN deposit inh	CASP6 VEID inh
C[C@@H]1CN([C@@H](C)CO)S(=O)(=O)c2ccc(-c3ccc(F)cc3)cc2O[C@@H]1CN(C)S(C)(=O)=O	-1	2	3	3	10	2	-1
CCCC(=O)Nc1ccc2c(c1)C(=O)N(C)C[C@@H](OC)[C@H](C)CN(Cc1cc(F)ccc1F)[C@H](C)CO2	-2	-3	13	3	-10	3	-1
CC(=O)Nc1ccc(S(=O)(=O)Nc2nnc(Cc3ccc(Cl)cc3)s2)cc1	-2	4	-8	-10	-1	11	3
O=C(Nc1ccc(Cl)c(Cl)c1)NC1CCS(=O)(=O)C1 (stereo not given)	-1	3	-12	-7	-1	6	-4
COc1ccc(C(=O)OCCc2cc3ccccc3c(=O)o2)cc1	19	-51	26	1	-9	-3	-1
CCOc1ccccc1NC1=NCC(=O)N1Cc1ccc(F)cc1	-1	·	6	2	4	·	-1
CNC[C@H]1Oc2ccc(NS(=O)(=O)c3ccc(F)cc3)cc2CC(=O)N([C@@H](C)CO)C[C@@H]1C	-6	-2	10	-3	2	·	-1
CN(Cc1ccc(C(C)(C)C)cc1)C(=O)C1CSC2(C)CCC(=O)N12 (stereo not given)	4	1	6	-5	-4	-5	-107
COc1ccc(CNC(=O)C(c2ccco2)N(C(=O)Cc2cccs2)c2cccnc2)cc1 (stereo not given)	·	40	·	-5	35*	-7	6
CCN(C(=O)Cn1c(=O)n(-c2cc(OC)c(OC)c(OC)c2)c(=O)c2ccccc21)c1cccc(C)c1	·	1	·	1	-2	11	-1
CN(CC(=O)Nc1ccc(F)c(F)c1F)C(=O)/C=C/c1ccco1	3	10	1	-6	6	6	10
COC(=O)c1cccc(NC(=O)CC2C(=O)NCCN2C(=O)Nc2ccccc2)c1 (stereo not given)	0	-6	5	-5	-2	1	0
Cc1nc2ccc(S(=O)(=O)NC(C(=O)NCc3ccc4c(c3)OCO4)C(C)C)cc2s1 (stereo not given)	-1	-7	2	-9	·	1	1
Cc1cc(C)cc(N(CC(=O)NC(C)(C)C)C(=O)CNC(=O)c2cccs2)c1	·	-3	·	2	-1	-1	-1
CN(N)c1ccc2c(C(F)(F)F)cc(C(F)(F)F)nc2n1	·	-22	·	-5	·	-4	0
COC(=O)[C@@]12C[C@@H](CC(=O)N3CCSCC3)C(=O)N(Cc3cccc4ccccc34)C1=CCC(C)(C)C2	·	19	·	-2	·	-6	-4
C[C@H](CO)N1C[C@H](C)[C@@H](CN(C)Cc2ccccc2)OCCCC[C@H](C)Oc2ccc(NS(=O)(=O)c3ccccc3)cc2C1=O	1	-9	·	10	-1	·	-3
COC(=O)C(C)Sc1ccc2nnc(-c3ccccc3)n2n1 (stereo not given)	·	-25	·	1	-7	5	0
C[C@H](CO)N1C[C@H](C)[C@@H](CN(C)S(=O)(=O)c2ccc(Cl)cc2)Oc2ccc(NS(=O)(=O)c3ccc(Cl)cc3)cc2C1=O	-7	13	-61	1	3	·	1
CCCCS(=O)(=O)Nc1ccc2cn[nH]c2c1	·	1	·	1	-3	·	13
C[C@H](NC(=O)C[C@H]1C[C@H]2c3cc(NC(=O)c4cccnc4)ccc3O[C@H]2[C@H](CO)O1)c1ccccc1	7	-14	-2	-8	-2	·	0
O=C(Cn1ccc2cc(S(=O)(=O)N3CCCC3)ccc21)NCc1ccco1	0	4	9	-3	-6	3	0
COc1ccc(NC(=O)N[C@@H]2CC[C@H](CCNC(=O)CN3CCOCC3)O[C@H]2CO)cc1	-1	15	3	9	-1	-3	2
CCN1CCN(c2ncnc3sc(C(=O)Nc4ccccc4F)c(C)c23)CC1	5	-9	-4	·	·	·	·
Cc1cccc(-c2noc(CSc3ccccc3)n2)c1	46*	-74	·	1	-5	2	-1
Additional structures
SMILES	esBAF inh	LGR2 antag	C2C12 statin	S100A4 inh HTS	SIRT5 block	FN deposit inh	CASP6 VEID inh
C[C@@H]1CN([C@@H](C)CO)S(=O)(=O)c2ccc(C#CC(C)(C)O)cc2O[C@H]1CN(C)C	2	24	1	33	-4	-5	0
CN1/C(=C\C=Nc2cc(S(=O)(=O)N3CCOCC3)ccc2N2CCOCC2)C(C)(C)c2ccccc21	·	5	·	-23	3	-10	6
O=C(/C=C/c1cccc(Oc2ccccc2)c1)N1CCOCC1	·	-39	·	-1	5	0	0
CCOC(=O)[C@]12CCC=C1N(Cc1cccc3ccccc13)C(=O)[C@H](CC(=O)NCCC(C)C)C2	·	26	·	4	1	-6	0
COc1cc2c(C(=O)N3CCN(c4ccccc4F)CC3)cn(C)c(=O)c2cc1OC	-5	-9	-16	2	-4	1	1
C[C@H](CO)N1C[C@H](C)[C@H](CN(C)C(=O)c2ccccc2)OCc2ccccc2-c2ccccc2C1=O	-3	2	-16	2	-4	6	-1
CCCNC(=O)N1[C@H](CO)[C@@H]2c3ccccc3N(C(=O)c3ccncc3)C[C@@H]21	-2	-2	-4	-15	-2	12	-4
C=C1C(=O)C23C(O)C1CCC2C12CCCC(C)(COC(C)=O)C1C(O)C3(O)OC2 (stereo not given)	·	98*	·	1	-8	29	1
Cc1cccc(NC(=O)CNC(=O)c2cccc(-n3cccc3)c2)c1C	-12	-8	10	0	-2	-14	83*
CNC(=O)C[C@H]1CC[C@H]2[C@H](COc3ccc(NC(=O)c4cccs4)cc3C(=O)N2C)O1	3	1	7	·	·	1	·
CO[C@@H]1CN(C)C(=O)c2ccc(NC(C)=O)cc2OC[C@@H](C)N(Cc2cc(F)ccc2F)C[C@@H]1C	6	-4	5	1	6	-2	0
COCC(=O)Nc1ccc2c(c1)OC[C@@H](C)N(C(=O)CC1CC1)C[C@@H](C)[C@H](OC)CN(C)C2=O	-2	-3	3	-1	·	·	1
COc1ccc(NC(=O)c2cc(-c3ccc(C)cc3)on2)cc1	9	-9	1	-3	-1	3	0
O=C(Cn1cnc2c(nnn2Cc2ccc(Cl)cc2)c1=O)OCc1ccccc1	-2	3	11	-6	-1	·	-3
O=C(NNC(=O)c1ccc(Cl)c([N+](=O)[O-])c1)c1ccncc1	-8	-4	8	3	7	1	3
C[C@H](CO)N1C[C@H](C)[C@@H](CN(C)C(=O)NC2CCCCC2)Oc2ccc(NC(=O)Nc3ccc4c(c3)OCO4)cc2CC1=O	-1	16	-15	-2	7	·	·
COC(=O)c1csc(C2OC(CO)C(O)C2O)n1 (stereo not given)	·	8	·	-6	-2	12	1
CCOC(=O)C1CCN(c2cc3c(cc2NC(=O)c2cc(OC)ccc2Br)n(C)c(=O)n3C)CC1	-1	6	3	48	-1	2	1
